# CD11b adhes inh – CD11b/CD18-fibrinogen binding inhibition; AID 1497; K562 CD11b/CD18 adhesion to fibrinogen, ATPlite luminescence; Mn2+ added to activate the integrin; actives 0.54% (n = 93,000); inhibition, % at 10 µM;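 active = primary inhibition of 50% or more at 10 µM, then 40% or more on retest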; also: some results filed as inactive read as strong as hits
# Target sequence (P05107 whole entry, looked up, other chains not shown): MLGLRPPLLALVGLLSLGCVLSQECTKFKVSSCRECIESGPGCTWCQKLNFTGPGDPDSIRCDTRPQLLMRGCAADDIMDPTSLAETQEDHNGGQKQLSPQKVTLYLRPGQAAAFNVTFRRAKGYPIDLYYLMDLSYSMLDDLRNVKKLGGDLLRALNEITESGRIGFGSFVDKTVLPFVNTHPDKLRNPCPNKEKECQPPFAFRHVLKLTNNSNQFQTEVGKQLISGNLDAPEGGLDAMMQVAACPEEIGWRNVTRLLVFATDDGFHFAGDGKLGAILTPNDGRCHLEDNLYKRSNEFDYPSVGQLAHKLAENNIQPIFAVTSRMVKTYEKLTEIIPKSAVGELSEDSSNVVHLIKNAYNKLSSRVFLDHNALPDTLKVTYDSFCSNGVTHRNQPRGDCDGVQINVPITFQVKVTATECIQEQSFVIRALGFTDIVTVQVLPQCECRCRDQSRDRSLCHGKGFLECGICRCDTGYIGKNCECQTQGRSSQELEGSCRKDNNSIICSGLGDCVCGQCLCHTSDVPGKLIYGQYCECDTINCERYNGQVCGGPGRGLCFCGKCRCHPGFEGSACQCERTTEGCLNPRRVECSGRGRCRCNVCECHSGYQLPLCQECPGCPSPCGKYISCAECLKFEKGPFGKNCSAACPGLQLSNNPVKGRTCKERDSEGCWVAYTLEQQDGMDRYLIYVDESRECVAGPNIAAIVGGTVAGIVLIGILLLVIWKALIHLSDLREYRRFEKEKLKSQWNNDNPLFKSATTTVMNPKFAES
# CD11b adhes enh – increases human CD11b/CD18 adhesion to fibrinogen; P05107+P11215; actives 0.07% (n = 93,000); K562 CD11b/CD18 adhesion to fibrinogen, ATPlite luminescence; activation, % at 10 µM; AID 1499;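 active = 10 µM primary screen giving 50% or more activity, confirmed by 40% or more on retest at that dose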; also: strong numbers were not always called active; reference of the scale not given here
# An asterisk follows results filed as active.
SMILES,CD11b adhes inh,CD11b adhes enh
CCn1c(SCC(=O)N/N=C/C=C/c2ccccc2[N+](=O)[O-])nnc1-c1ccc(Cl)cc1,2,-7
COc1cccc(Nc2n[nH]c(=S)s2)c1,-4,2
CSCCC(NC(=O)c1cccc(C)c1)C(=O)OCC(=O)NC(=O)c1cccn1C (centres undefined),-28,0
O=[N+]([O-])c1ccc(COc2cccc(CNc3ccc(F)cc3)c2)cc1,59,3
O=c1c2sccc2n(Cc2cccc(F)c2)c(=O)n1-c1ccc(F)cc1,-15,-4
CCc1nn(CCCC(=O)N2CCc3ccccc3C2)c(=O)c2cc3occc3n12,19,-4
CCC(Sc1ncnc2c1c(-c1ccccc1)cn2-c1ccc(OC)cc1)C(=O)OC (centres undefined),5,4
O=C(Cc1cccc2ccccc12)Nc1nc(-c2cccc([N+](=O)[O-])c2)cs1,-7,2
O=C(c1ccc([N+](=O)[O-])s1)N1CCN(c2ccccc2)CC1,4,-2
S=C(NCCc1ccccc1)N/N=C/c1ccccc1Cl,-14,4
C/C(=N/NC(=O)c1ccc2c(c1)OCO2)c1ccc(NC(=O)C(F)(F)F)cc1,-15,54
Cc1ccc(-c2nc3ccccc3o2)cc1NC(=S)NC(=O)c1cc2ccccc2o1,-3,91
COc1ccccc1NC(=S)NC1CCCCCC1,8,3
CCN(Cc1ccncc1)C(=S)Nc1c(C)cccc1C,10,10
Cc1ccc(/C=N/N=C2/NC(=O)C(CC(=O)Nc3ccc(Cl)cc3)S2)o1 (centres undefined),2,-3
CCNc1nc(NCC)n2c(SCC(=O)c3ccc(C(C)C)cc3)nnc2n1,1,-2
CC(C)OC(=O)/C(C#N)=C/c1cn(Cc2ccccc2)c2ccccc12,-16,-1
CC1CCc2cc(F)ccc2N1C(=O)CSc1nnc2c3cc(F)ccc3n(C)c2n1 (centres undefined),-6,-2
Cc1cc(C)n(CCC(=O)N/N=C/c2ccc(O)cc2O)n1,-7,-2
N#C/C(=C\c1cccs1)C(=O)NCc1ccccc1,-7,-2
O=C1NC(c2ccc(-c3ccccc3[N+](=O)[O-])o2)C(C(=O)c2ccccc2)C(O)(C(F)(F)F)N1 (centres undefined),4,-1
CCc1c(C)nc2c(OC)cccc2c1SCCC(=O)O,25,0
Cc1ccc(NC(=O)CN(C)C(=O)CCOc2ccccc2C)cc1,1,-2
CCNC(=O)/C(C#N)=C/c1c(N2CCN(Cc3ccc4c(c3)OCO4)CC2)nc2c(C)cccn2c1=O,-22,-1
C=CCNC(=O)/C(C#N)=C/c1cn(-c2ccccc2)nc1-c1ccc(OC)c([N+](=O)[O-])c1,11,10
COc1ccc(N=Cc2c(O)c3ccccc3oc2=O)cc1,31,3
C=C(C)Cn1c(SCC(=O)N/N=C/c2ccccc2)nc2ccccc2c1=O,6,-1
CCSC1=N/C(=C/c2ccsc2)C(=O)N1c1ccccc1,-13,2
CCCOc1ccc(C2NC(=S)NC(C)=C2C(=O)c2ccccc2)cc1OC (centres undefined),12,4
O=C(NCC(c1cccs1)N1CCOCC1)c1cc([N+](=O)[O-])cc([N+](=O)[O-])c1 (centres undefined),-6,8
COC(=O)c1ccc(Nc2nnc(-c3ccc(C)c(S(=O)(=O)NCC4CCCO4)c3)c3ccccc23)cc1 (centres undefined),10,35
CCOC(=O)c1c(C)n(C)c2cc(-c3ccc(F)cc3)c(O)cc12,-10,-4
CCCCNC(=O)c1ccc2nc(-c3ccco3)c(-c3ccco3)nc2c1,-6,1
O=C(CN1CCN(S(=O)(=O)c2ccc(Cl)cc2)CC1)Nc1ccc(N2CCOCC2)cc1,4,4
CC(C)CCn1cnc2c(sc3nc4c(cc32)CSC(C)(C)C4)c1=O,-6,-3
Cn1c(CC(=O)Nc2ccccc2C(F)(F)F)c(Sc2ccccc2)c2ccccc21,-15,1
COc1ccc(Nc2nc(C)c(-c3ccccc3)s2)cc1,8,6
CCn1ncc(CNC(=O)c2cccc([N+](=O)[O-])c2)c1C,-3,-5
CCOC(=O)c1c(C)[nH]c(C2=NNC(=Nc3ccccc3)SC2)c1C,6,14
Cc1ccccc1NC(=O)/C=C/c1ccc([N+](=O)[O-])s1,-3,0
O=C(Nc1ccc2c(c1)OCO2)c1ccc(NC2CC2)c([N+](=O)[O-])c1,-2,-1
CCc1nnc(NC(=O)CSc2nc(-c3ccc(F)cc3)cc(-c3ccccc3)c2C#N)s1,-3,0
CN(C)CC1CCCCC1OC(=O)c1ccc(Cl)cc1Cl (centres undefined),-2,2
Cc1ccc2c(Cl)c(C(=O)N/N=C/c3cccn3C)sc2c1,3,-5
COC(=O)c1ccc(NC(=O)C(=O)N2CCN(C(=S)Nc3cccc(OC)c3)CC2)cc1,-22,2
CC(C)c1ccc(/C=C/C(=O)NCCC2=CCCCC2)cc1,-5,3
O=C(CNc1ccccc1)N/N=C/c1ccc2c(c1)OCCO2,7,1
O=C(N/N=C/C=C/c1ccccc1)c1ccncc1,7,-5
Cc1nnc(SCc2ccccc2)n(N)c1=O,9,-1
O=C(CNC(=O)c1ccc(Cl)cc1)OCc1nc2ccccc2s1,-7,-2
COc1ccc(-c2[nH]ncc2-c2csc(C)n2)c(O)c1,13,-2
CCOP(=O)(OCC)c1nc(-c2cccc3ccccc23)oc1N1CCOCC1,-1,-1
Cc1ccc2nc3nc(NCC4CCCO4)c(C(=O)NC4CCCC4)cc3c(=O)n2c1 (centres undefined),32,-5
CCCC(=O)NC(=S)Nc1ccc(S(=O)(=O)Nc2ccc(OCC)cc2)cc1,8,2
CCOC(=O)N1CCC(=NNC(=O)COc2cccc(C)c2)CC1,-7,5
COc1ccc(C(=O)Nc2ccc(Oc3ncnc4sc(-c5ccccc5)cc34)cc2)cc1OC,20,2
Cc1cccc(-c2cc(C(=O)N3CCCc4ccccc43)c3ccccc3n2)c1,6,1
CC1CCCN(CC(=O)Nc2cccc([N+](=O)[O-])c2)C1 (centres undefined),4,1
COc1ccc(C(NC(=O)c2ccccc2F)NC(=O)c2ccccc2F)cc1,0,2
Cc1ccccc1-n1nc(CSc2nc3ccccc3[nH]2)c(-c2ccccc2)c1N,-2,-1
# The results go on.
SMILES,CD11b adhes inh,CD11b adhes enh
CSCC[C@H](NC(=O)c1cc([N+](=O)[O-])ccc1Cl)c1nc2ccccc2[nH]1,14,2
Cc1cccc(C=Nc2ccc3c(c2)oc2ccccc23)c1O,4,3
C/C=C/C(=O)Nc1cccc(C(F)(F)F)c1,1,1
O=C(/C=C/c1ccc(Br)cc1)N1CCN(c2cccc(C(F)(F)F)c2)CC1,102,-7
O=C(OCc1ccc(Br)cc1)c1cccc(-c2nnc(-c3ccccc3)o2)c1,6,-2
Cc1c(NC(=O)/C(C#N)=C\c2cccs2)c(=O)n(-c2ccccc2)n1C,2,-1
CSc1ccc(/C=N/NC(=O)c2ccc(O)cc2)cc1,8,1
Cc1cc(/C=N/NC(=O)Cn2c3ccccc3c(=O)c3ccccc32)c(C)n1-c1ccc(Cl)cc1,-1,64
CC(=O)c1c(C)oc2ccc(N(C(=O)C3CCCCC3)S(=O)(=O)c3cc([N+](=O)[O-])ccc3C)cc12,4,-3
O=C(CSc1ccc(Cl)cc1)Nc1cccc(-c2nc3ccccc3[nH]2)c1,8,34
COCCN(C(=S)Nc1cccc(OC)c1)C1CCN(C(C)C)CC1,-9,-3
COc1ccc(NC(=O)CCC(=O)N(Cc2ccc(OC)c(OC)c2)c2nccs2)cc1,0,3
Cc1nc2ccc(NC(=O)c3cc([N+](=O)[O-])cc([N+](=O)[O-])c3Cl)cc2s1,84,-11
O=C1NC(=NCc2ccccc2)S/C1=C\c1ccccc1,-2,0
Cc1ccc(NC(=O)CN2C(=O)N/C(=C/c3ccc(C)s3)C2=O)cc1,-15,120
O=[N+]([O-])c1ccc(/C=N/n2c(-c3cccnc3)n[nH]c2=S)cc1,-2,8
Cc1ccc(CSc2ncnc3c2cnn3-c2ccc(C)cc2)cc1,-11,3
O=C(COC(=O)C1(c2ccccc2F)CCCC1)NCc1ccc2c(c1)OCO2,12,4
O=C(N/N=C/c1cccc([N+](=O)[O-])c1)c1cc2ccccc2o1,-20,46
Cc1c(Cl)cccc1NC(=O)CNC(=O)c1ccc(F)cc1,17,-2
Cc1ccc(C(C(=O)NCC2CCCO2)N(Cc2ccccc2)C(=O)c2ccc(-c3ccccc3)[nH]2)o1 (centres undefined),45,1
Cc1c(C(=O)NCCN2C(=O)S/C(=C\c3cccs3)C2=O)cccc1[N+](=O)[O-],7,23
CCc1nnc(NS(=O)(=O)c2ccc(NC(=S)NC(=O)c3ccc(F)cc3)cc2)s1,19,-4
COc1ccc(C(=O)/C=C/Nc2ccc(S(=O)(=O)Nc3ncccn3)cc2)cc1,-5,20
Cc1cc(NC(=O)c2cc3n(n2)C(C(F)(F)F)CC(c2ccc(Cl)c(Cl)c2)N3)no1 (centres undefined),7,2
COc1ccc(/C=N/c2sc3c(c2C#N)CCN(Cc2ccccc2)C3)c(O)c1,-17,-1
O=C(CSc1nc(-c2ccccc2)cs1)Nc1ccccc1[N+](=O)[O-],24,10
O=C(CC12CC3CC(CC(C3)C1)C2)NCC(=O)OCc1cc(=O)oc2ccc3ccccc3c12,18,2
COc1cc(CNc2ccc(O)cc2)cc(Br)c1OCc1ccccc1F,72,-8
O=c1c2ccccc2nc(-c2ccccc2)n1/N=C/c1ccc([N+](=O)[O-])cc1,-9,-1
CC(C)NC(=S)N/N=C/C1=CCC2CC1C2(C)C (centres undefined),-1,6
O=C(Cn1c(C(F)(F)F)nc2ccccc21)OCC(=O)c1c[nH]c2ccccc12,-2,1
Cc1ccc(-c2nsc(SCC(=O)Nc3ccc4c(c3)OCO4)n2)cc1,-26,-1
COc1ccc(-n2cc(-c3ccccc3)nc2SC)cc1,21,-4
C/C(=N\NC(=O)c1ccc(C)cc1C)c1ccc2c(c1)Nc1ccccc1S2,-2,-1
Cc1ccc(NC(=O)COC(=O)c2ccc([N+](=O)[O-])s2)c(C)c1,-27,0
COc1ccc(C(=O)NNC(=O)C(C)NC(=O)c2ccccc2NC(=O)c2ccco2)cc1 (centres undefined),24,-5
COc1cc2cc(CN(CCc3ccccc3C)C(=S)NCCCN(C)C)c(=O)[nH]c2cc1OC,-20,1
Cc1cc(C(=O)CSc2nnc(N)s2)c(C)n1Cc1cccs1,60,-3
O=C(N/N=C/c1ccccc1F)NC1CCCCC1,1,3
COc1cc(NC(=S)NC(=O)c2ccc(C(C)(C)C)cc2)ccc1NC(=O)c1cccs1,-9,18
CC1CC(=O)N(CC(=O)Nc2ccc3c(c2)OCO3)c2ccccc2S1 (centres undefined),-6,-5
O=C(NCc1ccccn1)/C(=C/c1ccco1)NC(=O)c1ccccc1,10,-1
Cc1ccc(C(=O)NCC(=O)Nc2cccc(C(F)(F)F)c2)cc1,-2,4
O=C(/C=C/c1ccc2c(c1)OCO2)c1ccco1,7,1
COCCCn1c(=S)[nH]c2ccc(N3CCOCC3)cc2c1=O,2,-3
CCOc1ccc(Br)cc1S(=O)(=O)Nc1ccc(Cl)c(S(=O)(=O)N(C)C)c1,21,-3
Cc1cccc(N2CCN(CC(O)COCc3cccs3)CC2)c1C (centres undefined),7,-1
CC(C)OCCCNCC(O)c1ccccc1 (centres undefined),-1,0
C=CCn1c(SCC(=O)c2[nH]c(C)c(C(=O)OCC)c2C)nc2scc(-c3ccc(OC)c(OC)c3)c2c1=O,12,27
COc1ccc(-n2c(C)cc(/C=C(\C#N)C(=O)NCc3ccco3)c2C)cc1,7,0

# Ordered by the number under CD11b adhes inh (smallest number first): three of the compounds above.
SMILES,CD11b adhes inh,CD11b adhes enh
CC(C)OCCCNCC(O)c1ccccc1 (centres undefined),-1,0
O=C(/C=C/c1ccc2c(c1)OCO2)c1ccco1,7,1
O=C(NCc1ccccn1)/C(=C/c1ccco1)NC(=O)c1ccccc1,10,-1

# Compounds from the list above with a furan ring, fused or not (13):
SMILES,CD11b adhes inh,CD11b adhes enh
CCc1nn(CCCC(=O)N2CCc3ccccc3C2)c(=O)c2cc3occc3n12,19,-4
Cc1ccc(-c2nc3ccccc3o2)cc1NC(=S)NC(=O)c1cc2ccccc2o1,-3,91
Cc1ccc(/C=N/N=C2/NC(=O)C(CC(=O)Nc3ccc(Cl)cc3)S2)o1 (centres undefined),2,-3
O=C1NC(c2ccc(-c3ccccc3[N+](=O)[O-])o2)C(C(=O)c2ccccc2)C(O)(C(F)(F)F)N1 (centres undefined),4,-1
CCCCNC(=O)c1ccc2nc(-c3ccco3)c(-c3ccco3)nc2c1,-6,1
Cc1cccc(C=Nc2ccc3c(c2)oc2ccccc23)c1O,4,3
CC(=O)c1c(C)oc2ccc(N(C(=O)C3CCCCC3)S(=O)(=O)c3cc([N+](=O)[O-])ccc3C)cc12,4,-3
O=C(N/N=C/c1cccc([N+](=O)[O-])c1)c1cc2ccccc2o1,-20,46
Cc1ccc(C(C(=O)NCC2CCCO2)N(Cc2ccccc2)C(=O)c2ccc(-c3ccccc3)[nH]2)o1 (centres undefined),45,1
COc1ccc(C(=O)NNC(=O)C(C)NC(=O)c2ccccc2NC(=O)c2ccco2)cc1 (centres undefined),24,-5
O=C(NCc1ccccn1)/C(=C/c1ccco1)NC(=O)c1ccccc1,10,-1
O=C(/C=C/c1ccc2c(c1)OCO2)c1ccco1,7,1
COc1ccc(-n2c(C)cc(/C=C(\C#N)C(=O)NCc3ccco3)c2C)cc1,7,0

# A portion of the library. The share of hits here may be higher or lower than overall.
